Pf apPOL inh: Pf-apPOL DNA polymerase inhibition | Recombinant Pf-apPOL, molecular beacon fluorescence, 1.5 h | inhibition, % at 10 µM | 0.25% of 210,000 active
mHTT CaM bind: disrupts binding of mutant huntingtin to calmodulin | P42858 | AlphaScreen His-mHTT/GST-CaM binding, luminescence | inhibition, % at 15 µM | 3.6% of 190,000 active | AID 1671202;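 note: 0% = both proteins with DMSO and 100% = one protein alone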
An asterisk follows results filed as active; / = not tested or not shown; & = joins results of further samples. Cut-off read from the data, not from the text of the source: active = inhibition above about 50%; inactive = the rest.

(1) CC(=O)N1CCc2c([nH]c3ccccc23)C1c1ccc2c(c1)OCO2 (centres undefined)
(2) CC(=O)N1CCN(c2nc3c(s2)CC(C(=O)Nc2cccc(C)c2)CC3)CC1 (centres undefined)
(3) Oc1c(Cl)cc(Cl)cc1C=Nc1ccc(Cc2ccncc2)cc1
(4) Cc1ccc(C(C)NC(=O)c2cc3c(s2)CN(C2CC2)C3)cc1C (centres undefined)
(5) COc1ccc(CC(=O)Nc2nnc(C3CC(=O)N(c4ccc(Cl)cc4)C3)o2)cc1 (centres undefined)
(6) COc1cccc(CNC(=O)C2CCc3nc(N4CCCCC4)ncc3C2)c1 (centres undefined)
(7) Cc1cccc(C(=O)N2CCC3(CC2)NC(=O)c2cc(C)ccc2N3C)c1
(8) CS(=O)(=O)N(CC(N)=O)c1ccc(Cl)c(Cl)c1

Compound,1,2,3,4,5,6,7,8
mHTT CaM bind,31,14,/,12,22,0,-8,-2
Pf apPOL inh,0,-5,-19,-2,-2,-8,-3,0

(9) Cc1nn2c(=O)/c(=C/c3ccc(-c4cccc(Cl)c4)o3)sc2nc1=O
(10) CC(=O)NCc1csc(C2CCN(S(=O)(=O)c3cccc(C)c3)CC2)n1
(11) Cc1nn(C(=O)CNS(=O)(=O)c2ccc(Cl)cc2)c(C)c1Sc1ccc(Cl)cc1
(12) CCn1c(=O)c2c(ncn2Cc2cccc(C)c2)n(-c2ccccc2)c1=O
(13) O=C(COc1ccc(F)cc1)N1CCN(c2nc(CN3CCOCC3)cs2)CC1
(14) COc1ccc(NC(=O)c2ccc(CSc3ccc(Cl)cc3)o2)cc1
(15) C[C@@H]1CCCN1c1ccc2c(c1)O[C@H]1CCN(C1)S2(=O)=O
(16) O=C(NCc1nc2ccccc2[nH]1)c1csc(Nc2ccccc2)n1

Compound,9,10,11,12,13,14,15,16
mHTT CaM bind,3,3,1,5,6,/,-6,19
Pf apPOL inh,3,-5,2,9,-5,3,0,-6

Full records, quoted from the list:
Entry for COc1ccc(NC(=O)c2ccc(CSc3ccc(Cl)cc3)o2)cc1 = mHTT CaM bind = /; Pf apPOL inh = 3
Entry for C[C@@H]1CCCN1c1ccc2c(c1)O[C@H]1CCN(C1)S2(=O)=O = mHTT CaM bind = -6; Pf apPOL inh = 0

Continuation:
(17) CCCN(CCC)CC(=O)C12CC3CC(C1)CC(c1ccc(C)cc1)(C3)C2
(18) O=C(Nc1cccc(F)c1)c1ccc(Br)c(S(=O)(=O)N2CCCCC2)c1
(19) Cc1ccc(C(=O)N2CCCC(COc3cccc(C(=O)N4CCCCC4)c3)C2)cc1 (centres undefined)
(20) COc1ccc(C(=O)N2CCC3(CC2)NC(=O)N(Cc2cccc(Cl)c2)C3=O)cc1F
(21) Cc1ccc(-c2nc(C)c(C(=O)N3CCC(CC(=O)NC4CCCC4)CC3)s2)cc1
(22) C=CCOc1c(Cl)cc(/C=C2\C(=O)ON=C2C)cc1OC
(23) COc1ccccc1N=C(NN)c1ccc2ccccc2n1
(24) Cc1ccc(C2N(c3ccc(Cl)cc3)C(=O)C3CCCN32)o1 (centres undefined)

Compound,17,18,19,20,21,22,23,24
mHTT CaM bind,10,-9,5,25,-6,35,47,19
Pf apPOL inh,0,1,-6,-8,2,-1,-4,-3

Retrieved one by one from the entries so far, four records:
(19) Cc1ccc(C(=O)N2CCCC(COc3cccc(C(=O)N4CCCCC4)c3)C2)cc1 (centres undefined)
(21) Cc1ccc(-c2nc(C)c(C(=O)N3CCC(CC(=O)NC4CCCC4)CC3)s2)cc1
(17) CCCN(CCC)CC(=O)C12CC3CC(C1)CC(c1ccc(C)cc1)(C3)C2
(20) COc1ccc(C(=O)N2CCC3(CC2)NC(=O)N(Cc2cccc(Cl)c2)C3=O)cc1F

Compound,19,21,17,20
mHTT CaM bind,5,-6,10,25
Pf apPOL inh,-6,2,0,-8

Continued.
(25) COc1cc(OC)cc(-n2nc(C(=O)Nc3cc(C)ccc3OC)c3ccccc3c2=O)c1
(26) CS(=O)(=O)N1CCCC(c2nnc(Cc3ccccc3)s2)C1 (centres undefined)
(27) O=[N+]([O-])c1ccc2nc(CSc3nnnn3-c3ccccc3)[nH]c2c1
(28) COc1ccccc1Cn1c(=O)oc2ccc(Cl)cc21
(29) Cc1cccc(C(=O)N2CCCN(Cc3nc(-c4ccc(Cl)cc4)no3)CC2)c1
(30) COc1cccc(C(=O)NCCC2CCN(C(=O)c3ccc(C)cc3)CC2)c1
(31) O=S(=O)(c1ccc(Cl)c(Cl)c1)N1CCc2nc3ccccc3n2CC1
(32) Cn1c(C(=O)NCc2cccc(Cl)c2)cc2ccncc21

Compound,25,26,27,28,29,30,31,32
mHTT CaM bind,-4,2,1,-12,42,13,5,4
Pf apPOL inh,-4,-8,-33,4,-2,-9,-10,-8

(33) O=C(Nc1ccc(S(=O)(=O)N2CCN(c3ccccc3)CC2)cc1)c1ccccc1Cl
(34) O=C(C1CC1)N1CCc2sc(S(=O)(=O)NC3CCCCC3)cc2C1
(35) CNc1nccc(N2CCC(CC(=O)NCCCN3CCCC3=O)CC2)n1
(36) O=C(NCCc1cccnc1)C1CCN(c2nnc3ccccn23)CC1
(37) O=C1NCCN1Cc1ccc(F)cc1
(38) Cc1ccc(CN2C(=O)c3ccccc3C2C(=O)NC2CCC(C)CC2)cc1 (centres undefined)
(39) Oc1ccc(N2Cc3ccccc3C2)cc1
(40) Cc1ccc(C(=O)ON=C(N)c2ccc(Oc3c(Cl)cncc3Cl)cc2)cc1

Compound,33,34,35,36,37,38,39,40
mHTT CaM bind,17,-2,4,0,9,1,100*,/
Pf apPOL inh,1,-4,-6,-2,-5,-7,-8,-4

(41) O=C(Nc1nnc(-c2ccno2)o1)c1cccs1
(42) CN1CCN(CC(=O)Nc2ccc(F)cc2)CC1
(43) Cc1ccc(CN2C(=O)NC3(CCCN(C(=O)c4cccc(Cl)c4)C3)C2=O)cc1 (centres undefined)
(44) CC(=O)Nc1nonc1N1C(=N)S/C(=C\c2ccc(-c3cccc(F)c3)o2)C1=O
(45) O=C(NCCc1ccc(Cl)cc1)c1coc(=O)c2ccccc12
(46) COC(=O)c1ccc2occ(-c3oc4ccc(C(=O)OC)cc4c3OCc3ccccc3)c2c1
(47) O=c1oc2ccc(NS(=O)(=O)c3ccccc3)cc2s1
(48) CCOc1ccc(C(=O)Nc2cccc(NC(=O)c3cccs3)c2)cc1Br

Compound,41,42,43,44,45,46,47,48
mHTT CaM bind,82*,-6,6,57*,1,5,12,7
Pf apPOL inh,30,-1,2,0,-7,-2,-6,23

A second format for part of the listing above:
Each structure is followed by: mHTT CaM bind	Pf apPOL inh
[44] CC(=O)Nc1nonc1N1C(=N)S/C(=C\c2ccc(-c3cccc(F)c3)o2)C1=O
→ 57*	0
[8] CS(=O)(=O)N(CC(N)=O)c1ccc(Cl)c(Cl)c1
→ -2	0

(continued)
(49) O=[N+]([O-])c1ccc2c(c1)S(=O)(=O)C=C2
(50) N=c1c(C(N)=S)cnc2ccccn12
(51) CC(Sc1nc(=O)cc(N)n1-c1ccccc1)C(=O)Nc1ccc(S(N)(=O)=O)cc1 (centres undefined)
(52) Cc1ccccc1-n1c(=O)c2ccccc2n2nnnc12
(53) CCS(=O)(=O)N1CCC(C(=O)NCc2ccccn2)CC1
(54) O=c1c(NCc2ccccc2)c(NCc2ccccc2)c1=O
(55) CC(=O)c1ccc(Sc2ccccn2)c([N+](=O)[O-])c1
(56) CCCOc1nccnc1N1CCC(NC(=O)NCc2ccco2)C1 (centres undefined)

Compound,49,50,51,52,53,54,55,56
mHTT CaM bind,/,2,4,-2,25,/,5,4
Pf apPOL inh,-9,/,-5,-4,-13,-2&-2,4&-10&1,2

(57) CC(C)c1cc(=O)n2c([nH]c3ccccc32)c1C#N
(58) O=C(Nc1ccc(Cl)c(-c2nc3ccccc3o2)c1)c1ccco1
(59) O=C(NCCOc1cccc(C(F)(F)F)c1)C1CCCC1
(60) O=C(Nc1ccc(Cl)c(Cl)c1)c1ccccc1
(61) COc1ccc(C)cc1NC(=O)C1CCN(S(=O)(=O)c2ccc(Br)s2)CC1
(62) c1ccc2c(N3CCN(c4ncnc5ccccc45)CC3)ncnc2c1
(63) CC(=O)NC1(C)CCCCC1
(64) C#CCNC1CCCCC1C(C)=O (centres undefined)

Compound,57,58,59,60,61,62,63,64
mHTT CaM bind,-4,6,-17,-22,6,-4&4,-1,-5
Pf apPOL inh,0,-1,-6,-5,2,57*,/,/

(65) COc1ccc(C2=N/C(=C/c3ccc4c(c3)OCO4)C(=O)O2)cc1OC
(66) FC(F)(F)c1cc(Nc2nnc(N=Nc3ccccc3)s2)cc(C(F)(F)F)c1
(67) O=C(NC1CCCCC1)c1cc2nc(-c3ccc4c(c3)OCO4)cc(C(F)(F)F)n2n1
(68) COc1cc(C=O)ccc1OCCCOc1ccc([N+](=O)[O-])cc1
(69) Cc1ccc(C)c(NC(=O)C2CCN(c3cc(C(=O)N4CCCC4)ccn3)CC2)c1
(70) COC(=O)COc1cccc(C=C2Oc3cc(OC)ccc3C2=O)c1
(71) COC(=O)CNC(=O)N1CCC2(CC1)Nc1cc(F)ccc1-n1cccc12
(72) CC(C)C(NC(=O)c1ccccc1NC(=O)C(Cl)(Cl)Cl)C(=O)NC(C)(C)C (centres undefined)

Compound,65,66,67,68,69,70,71,72
mHTT CaM bind,-2,/,-7,4,2,0,33,-4
Pf apPOL inh,2,-7,9,-4,8,-8,-5,-3

(73) CCOC(=O)C1CCCN(C(=O)c2nc(-c3ccc(Cl)cc3)n3c2CCCCC3)C1 (centres undefined)
(74) CC(=O)Nc1c(O)nc(SCC(=O)N2CCOCC2)[nH]c1=O
(75) Cc1ccc(NC(=O)CCN2C(=O)c3ccncc3C2=O)cc1
(76) COc1ccccc1-c1coc2cc(OCc3ccc(C)cc3)ccc2c1=O
(77) Cc1c(S(=O)(=O)c2ccc(Cl)cc2)csc1C(=O)Nc1ccc2c(c1)COCO2
(78) NC(=O)C1(c2cccc(C(F)(F)F)c2)CC1
(79) CC(=O)NCCc1ccc(S(=O)(=O)N2CCc3ccccc32)cc1
(80) O=c1ccc(-c2noc(-c3ccncc3)n2)c[nH]1

Compound,73,74,75,76,77,78,79,80
mHTT CaM bind,28,0,7,0,/,-1,8,-1
Pf apPOL inh,2,-2,-3,-4,-9,-6,-3,2

(81) CCc1nnc(NS(=O)(=O)c2ccc(NC(=O)c3ccc(Br)cc3)cc2)s1
(82) O=C(Nc1ccc(C(=O)N2CCOCC2)c(N2CCCCCC2)c1)C1CC1
(83) COc1ccc(C(C)=O)cc1CSc1nnc(SCc2cc(C(C)=O)ccc2OC)s1
(84) CN(C)c1ccc(C=NNC(=O)CCc2ccc(O)cc2)c(Cl)c1
(85) CC(=O)NCCSCc1c(F)cccc1Cl
(86) COc1ccc(Nc2ncc3c(n2)CCN(Cc2ccc(F)cc2)C3)cc1
(87) Cc1cccc(C)c1-n1c(SCc2ccccc2)nc2ccccc2c1=O
(88) CCCc1nc(-c2c(C)cc(C)nc2NC(=O)c2ccc(C)cc2)no1

Compound,81,82,83,84,85,86,87,88
mHTT CaM bind,18,-4,/,/,/,-1,/,-1
Pf apPOL inh,-1,1,-10,-7,-2,-5,-8,1

(89) COc1cc2nc(-c3ccc(N(C)C)cc3)n(C)c2cc1OC
(90) CCOCCCNC(=O)CCCn1nnc2ccccc2c1=O
(91) Cn1cccc1CNC(=O)CN1C(=O)c2ccccc2C1=O
(92) COc1ccc(C2CC(=O)C3=C(C2)Nc2ccccc2NC3c2ccc(Cl)cc2)cc1 (centres undefined)
(93) CC1(C)C(=O)C2(CCCCC2)C(=O)OC1c1ccc(Br)cc1 (centres undefined)
(94) CCCc1cc(C2CCCN2Cc2ccc(OC)c(CN3CCOCC3)c2)no1 (centres undefined)
(95) COc1cncc(C(=O)NCc2ccccc2Br)c1
(96) Cc1nnc2ccc(-c3cccc(NS(=O)(=O)c4ccccc4[N+](=O)[O-])c3)nn12
(97) CC(=O)NC(=CC=Cc1ccccc1)C(=O)O

Compound,89,90,91,92,93,94,95,96,97
mHTT CaM bind,10,10,/,22,-5,10,-18,-20,/
Pf apPOL inh,-3,-8,5,-2,1,0,-3,-4,-9

High-throughput results as filed in PubChem BioAssay.
